Rab9 promoter act: activators of Rab9 promoter. hit rate 2.8% among 320,000. Huh7 Rab9 promoter-luciferase reporter, luminescence, 24 h. Potency, µM (highest dose often 9.22 µM), for inactives: top-dose activation, negative = inhibition, most hits filed as activators; also: potency is read from the fitted curve at half-maximal effect; % of control where 0% means no effect; nearly all actives have a fitted effect of over 60% in size
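Steps: seed 1500 Huh7 Rab9-luc cells per well, rest 2 h at 37 °C; add compound in DMSO; incubate 24 h; add luciferase reagent, 10 min ambient; read luminescence.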
ELG1 repair inh: inhibitors of ELG1-dependent DNA repair in HEK293T cells; HEK293T ELG1-luciferase reporter, luminescence, 16 h; DNA damage induced by 5-fluorouridine; Potency, µM (top dose mostly 46.1 µM), for the others: at the highest dose activity change, negative = inhibition, usual class: inhibitors; hit rate 2.3% among 330,000; AID 504467; also: potency is read from the fitted curve at half-maximal effect; % is scaled to controls: 0 for no effect and ±100 for the full control effect; nearly all actives have a fitted effect of over 55% in size
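Reporter activity after DNA damage by 5-fluorouridine is monitored. Compound-treated cells incubate 16 hr at 37 °C, then ONE-Glo is added for 30 min before luminescence reading.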
NPC1 promoter act: activates the NPC1 promoter; Huh7 NPC1 promoter luciferase reporter, 24 h; Potency, µM (series often up to 9.22 µM), without a hit: at the highest dose activation, usual class: activators; hit rate 2.4% among 320,000; AID 485313;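 also: potency is read from the fitted curve at half-maximal effect; % of control where 0% means no effect; nearly all actives have a fitted effect of over 60% in size; reporter is driven by a mutant NPC1 promoter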
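Readout is luciferase luminescence, reflecting NPC1 promoter activation in stably transfected Huh7 cells after 24 h compound exposure at 37 °C in reduced-serum medium with 10% FBS.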
FLuc counter: firefly luciferase modulation, counter-screen for miR-21 project | AID 588342 | Potency, µM (highest dose often 57.5 µM), without a hit: at the highest dose activity change, negative = inhibition, hits mostly inhibitors | P08659 | purified FLuc, Km substrates, luminescence inhibition | hit rate 6.9% among 360,000;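 also: potency is read from the fitted curve at half-maximal effect; plate controls were vehicle for no effect and reference inhibitor for full effect; nearly all actives have a fitted effect of over 55% in size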
Target sequence (P08659 whole entry, looked up): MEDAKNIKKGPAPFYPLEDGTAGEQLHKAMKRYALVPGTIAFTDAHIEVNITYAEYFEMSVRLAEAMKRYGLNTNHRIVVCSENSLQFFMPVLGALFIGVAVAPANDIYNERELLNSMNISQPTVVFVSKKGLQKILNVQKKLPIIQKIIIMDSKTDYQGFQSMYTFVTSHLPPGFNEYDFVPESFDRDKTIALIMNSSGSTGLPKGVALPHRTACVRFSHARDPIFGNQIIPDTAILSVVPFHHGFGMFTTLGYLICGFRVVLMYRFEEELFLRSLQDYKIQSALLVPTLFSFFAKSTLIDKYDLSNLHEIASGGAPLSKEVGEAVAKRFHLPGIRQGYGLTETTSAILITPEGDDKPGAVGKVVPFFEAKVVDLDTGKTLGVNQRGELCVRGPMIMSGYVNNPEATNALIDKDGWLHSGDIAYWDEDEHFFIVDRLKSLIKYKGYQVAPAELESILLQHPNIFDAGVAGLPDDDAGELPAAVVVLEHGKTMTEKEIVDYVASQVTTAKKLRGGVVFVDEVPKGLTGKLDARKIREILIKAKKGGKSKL
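Purified P. pyralis luciferase, 10 nM final, with Km-level 10 uM D-luciferin and 10 uM ATP in 50 mM Tris acetate pH 7.5, 10 mM Mg acetate, 0.01% Tween-20, 0.05% BSA; 6-point qHTS titration about 60 µM downward; luminescence read.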
TRPV1 agonist: activates the human vanilloid receptor TRPV1 | TRPV1-expressing cells, Fluo-8 calcium influx, agonist mode | AID 540275 | hit rate 0.19% among 320,000 | activation, % at 8.33 µM | Q8NER1; in the data active = activation above about 80%; inconclusive = between about 30% and that limit; also: 0% is about no effect
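TRPV1-expressing cells were cultured overnight at 35.5C and loaded with Fluo-8 calcium dye for 40 to 90 min at room temperature. After a 10 s baseline, compound was added and calcium influx was read kinetically for 3 min (ex 480/em 520 nm).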
BRCA1 expr up: BRCA1 expression activation; MCF7-BRCA1-FFLuc reporter, luminescence, 48 h; response scale: scaled: vehicle 0%, 10 µM genistein 100%; Potency, µM (series often up to 46.1 µM), inactives show at the top dose activation, hits mostly activators; hit rate 1.1% among 380,000; AID 624202; also: potency is read from the fitted curve at half-maximal effect; nearly all actives have a fitted effect of over 80% in size; some results filed as inactive show a strong effect at the top dose
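MCF7-BRCA1-FFLuc cells, 2000/well in phenol-red-free MEM, attached 2 h then treated 48 h at 37 C. Luciferase luminescence read 15 min after reagent; normalized to genistein maximum activation (10microM) and DMSO, concentration-response fitted.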
Gal4-VP16 FLuc: counter-screen for ROR gamma inhibitors: Gal4-VP16 reporter | AID 2546 | hit rate 3.5% among 310,000 | Drosophila S2 Gal4-VP16 UAS-luciferase, luminescence, 20 h | Potency, µM (doses to about 53.6 µM), without a hit: top-dose activity, negative = inhibition, most hits filed as inhibitors;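 also: Gal4-VP16 expression switched on by copper sulfate through the metallothionein promoter; potency is read from the fitted curve at half-maximal effect; % is scaled to controls: 0 for no effect and ±100 for the full control effect; nearly all actives have a fitted effect of over 50% in size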
RORg inh: ROR gamma (mouse) transcription inhibition | Drosophila S2 Gal4-RORgamma UAS-luciferase reporter, 20 h | hit rate 5.4% among 310,000 | P51450 | AID 2551 | Potency, µM (highest dose often 53.6 µM), for inactives: at the highest dose activity change, negative = inhibition, most hits filed as inhibitors; also: potency is read from the fitted curve at half-maximal effect; % is scaled to controls: 0 for no effect and ±100 for the full control effect; nearly all actives have a fitted effect of over 60% in size
Target sequence (P51450 whole entry, looked up, the tested form may be a part): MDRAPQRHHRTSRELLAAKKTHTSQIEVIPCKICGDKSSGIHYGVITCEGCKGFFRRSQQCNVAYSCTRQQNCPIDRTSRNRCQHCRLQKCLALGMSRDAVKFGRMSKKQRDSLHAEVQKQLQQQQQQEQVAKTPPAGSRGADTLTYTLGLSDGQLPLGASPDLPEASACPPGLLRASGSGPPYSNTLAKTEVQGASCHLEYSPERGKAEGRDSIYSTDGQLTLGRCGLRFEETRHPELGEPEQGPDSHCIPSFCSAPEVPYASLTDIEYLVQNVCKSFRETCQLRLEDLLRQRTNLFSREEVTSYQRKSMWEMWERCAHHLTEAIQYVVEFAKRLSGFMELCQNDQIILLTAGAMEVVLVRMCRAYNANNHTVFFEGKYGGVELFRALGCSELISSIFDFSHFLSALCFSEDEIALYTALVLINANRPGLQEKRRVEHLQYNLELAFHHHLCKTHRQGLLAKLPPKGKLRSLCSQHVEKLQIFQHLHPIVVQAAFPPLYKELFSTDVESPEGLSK
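Using a luciferase readout, inhibitors were identified by reduced reporter activity in Drosophila cells coexpressing a copper-inducible Gal4–ROR gamma fusion and UAS-driven Photinus luciferase, incubated 20 hr after 700 uM copper sulfate.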
Tb PFK block: blocks T. brucei phosphofructokinase. O15648. T. brucei PFK, ADP-Glo luminescence. Potency, µM (doses to about 57.5 µM), for the others: at the top dose activity, negative = inhibition, usual class: inhibitors. hit rate 0.17% among 330,000;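 also: potency is read from the fitted curve at half-maximal effect; 0% = uninhibited 1x PFK enzyme wells and -100% = no-enzyme wells; nearly all actives have a fitted effect of over 60% in size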
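Activity is normalized to no-enzyme wells (full inhibition) and 1.25 nM enzyme wells (no inhibition). Reaction: 0.5 mM F6P, 0.1 mM ATP, 45 min RT, ADP-Glo luminescence; concentration-response curves fitted and classed by quality.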
p53 reactivator: mutant p53 re-activation in reporter cells. H1299 p53-A138V BP100-luciferase reporter, luminescence, 24 h. Potency, µM (top dose mostly 92.2 µM), for the others: at the highest dose activity change, positive = activation, usual class: activators. hit rate 0.063% among 320,000; also: potency is read from the fitted curve at half-maximal effect; % of control where 0% means no effect; nearly all actives have a fitted effect of over 45% in size
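p53-null H1299 cells stably carrying temperature-sensitive p53-A138V and a BP100-luciferase reporter were pinned with compounds (4-point, 1:5 series) and held 24 hrs at 37 deg C. Luminescence was read 10 min after detection reagent.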
ELG1 genotox: genotoxicity induction in ELG1-luciferase HEK293T cells; HEK293T ELG1-luciferase reporter, luminescence, 16 h; Potency, µM (series often up to 46 µM), without a hit: at the top dose activity change, positive = activation, usual class: activators; hit rate 1.3% among 330,000; also: potency is read from the fitted curve at half-maximal effect; % of control where 0% means no effect; nearly all actives have a fitted effect of over 60% in size
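Genotoxic stress is detected as increased luminescence from luciferase-tagged ELG1 in HEK293T cells, measured with ONE-Glo after a 16 hr treatment at 37 °C.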
* marks the source's active call; other numbers are inactive results; ? = inconclusive; . = no result given; [ ] = remark or other dose. Unless noted, calls follow the shape of the dose curve; as a rule, active = well fitted curve in the direction sought with a large enough effect; inconclusive = small, poorly fitted or top-dose-only effect, or another doubt; inactive = no such curve, though single readings can be large; an effect the other way counts as inactive or inconclusive.

SMILES | Rab9 promoter act | ELG1 repair inh | NPC1 promoter act | FLuc counter | TRPV1 agonist | BRCA1 expr up | Gal4-VP16 FLuc | RORg inh | Tb PFK block | p53 reactivator | ELG1 genotox
COc1ccc(C(=O)Nc2ncccc2C)cc1S(=O)(=O)N1CCCc2ccccc21 | -2% | -3% | -3% | 4% | 9 | 0% | . | . | -8% | 7% | -2%
CC1(C)Cc2nc3[nH]c(=S)[nH]c(=O)c3cc2CO1 | -5% | 12% | 0% | -19% | -1 | 0% | 3% | -3% | 2% | -1% | 2%
O=C1/C(=C\c2cccc(O)c2O)SC(=S)N1Cc1ccccc1 | 23% | -5% | -12% | ? | 6 | -57% | ? | -25% | ? | 6% | 6%
NC(=O)CN1CCOCCN(CC(N)=O)CCOCC1 | 3% | -5% | -2% | 6% | -3 | 5% | 2% | -12% | -1% | 2% | 0%
O=C1CCCN1C(=O)CSc1ccc2ccccc2n1 | 9% | 18% | 6% | ? | 2 | -2% | . | . | -8% | 6% | 3%
COCCn1c(=NC(=O)CSCC(=O)N2CCOCC2)sc2ccccc21 | 3% | -1% | -6% | -2% | 2 | -8% | 1% | 7% | 1% | 12% | 1%
O=c1[nH]c2cc3c(cc2cc1C(c1nnnn1Cc1ccccc1)N1CCCCCC1)OCCO3 (configuration not stated) | -2% | ? | 0% | 0% | ? | -59% | ? | 4% | 0% | -3% | -6%
C[C@@H]1CC=C[C@@H]2[C@H]1C(=O)N(Cc1ccccc1)[C@H]2c1cccc(Br)c1 | . | 22% | . | . | . | 2% | -3% | 46% | -1% | -3% | -2%
O=C(COC(=O)C1CC(=O)N(Cc2ccco2)C1)Nc1nc(-c2ccc(F)cc2)cs1 (configuration not stated) | . | ? | . | . | . | 88% | . | . | 0% | 14% | 12%
CCOc1ccccc1OCCCC(=O)NC1=NCCS1 | 1% | 8% | -2% | 3% | 1 | 26% | 2% | -24% | 0% | 13% | -3%
CCCc1nc2ccccc2c(C(=O)N(CC)CC(=O)NCc2cccs2)c1CC | 0% | -7% | 0% | -2% | 3 | -9% | . | . | -17% | 7% | 1%
CCc1cccc(NC(=O)c2ccc(Cn3c(=O)[nH]c4ccsc4c3=O)cc2)c1 | -3% | 28% | -3% | 1% | -1 | -11% | -8% | -27% | 0% | 11% | -5%
COc1cccc(-c2nc(CS(=O)CC(=O)NCCCOC(C)C)c(C)o2)c1 (configuration not stated) | -3% | 0% | 0% | -2% | -1 | 0% | 0% | 12% | 0% | -13% | -1%
c1ccc(OCCCn2nnc(-c3ccc(N4CCOCC4)cc3)n2)cc1 | 5% | ? | -1% | -4% | 6 | 8% | -1% | -16% | 2% | 5% | ?
Cc1ccc(CN2C(=O)CC(Nc3ccc(N4CCOCC4)cc3)C2=O)cc1 (configuration not stated) | 2% | -4% | 1% | 3% | 2 | 1% | -6% | 3% | -3% | 15% | -4%
CCOC(=O)N1CCc2c(sc(NC(=O)c3ccc(S(=O)(=O)N4CCCC4)cc3)c2C#N)C1 | -3% | 16µM* | -7% | -3% | -1 | 1% | ? | ? | -2% | -3% | -7%
Cc1[nH]c2ccc3c(ncn3CCC#N)c2c1C | 1% | -1% | -5% | 3% | 0 | -5% | 7% | -1% | 0% | -19% | 1%
O=C(CSc1ccc(Cl)cc1)Nc1ccc(C2SCCS2)cc1 | 2% | 0% | -6% | -17% | 10 | 2% | 1% | -6% | 0% | 1% | 1%
COc1ccc(-c2c(C)c3ccc(O)cc3oc2=O)cc1OC | -2% | 0% | 0% | 2% | -2 | 2% | -3% | 0% | 0% | 8% | 4%
O=C(Nc1ccc(N2CCOCC2)c(S(=O)(=O)Nc2ccc(Cl)cc2)c1)c1ccc(=O)[nH]n1 | . | -12% | . | . | . | -44% | . | . | -3% | -9% | 0%
Cc1nc(SCC(=O)N2CCCCC2)c2c(C)c(C)sc2n1 | 3% | ? | -1% | 0% | 8 | -21% | -11% | -1% | 0% | -8% | -4%
Cc1ccc(NC(=S)NC2CCCC2)c(C)c1 | 10% | 3% | 14% | -4% | 9 | 44% | 6.3µM* | 7.1µM* | 2% | . | 3%
O=C(CN1CCN(c2cccc(Cl)c2)CC1)c1ccc(O)cc1O | 0% | -3% | 3% | 1% | -1 | 11% | -4% | 3% | -8% | -36%[inhibitor] | -4%
CN(NS(=O)(=O)c1ccc(Cl)cc1)c1nc(C(F)(F)F)nc2ccccc12 | 0% | 23µM* | 2% | ? | 6 | 4% | ? | ? | 4% | -5% | -17%
COc1cc2nc(CN3CCN(S(=O)(=O)c4cc(C)ccc4C)CC3)[nH]c(=O)c2cc1OC | . | 15µM* | . | . | . | -15% | . | . | -1% | -8% | -3%
(further entries)
SMILES | Rab9 promoter act | ELG1 repair inh | NPC1 promoter act | FLuc counter | TRPV1 agonist | BRCA1 expr up | Gal4-VP16 FLuc | RORg inh | Tb PFK block | p53 reactivator | ELG1 genotox
Cc1ccc(C(=O)OCC(=O)N2C(C)CCCC2C)s1 (configuration not stated) | 6% | ? | 14% | ? | 0 | 41% | . | . | 0% | ? | 11%
O=C(COC(=O)Cc1ccsc1)NCC1CCCCC1 | -5% | -7% | 0% | 5% | 28 | 22% | -8% | 9% | -2% | -1% | 1%
Cc1cc(SCC(=O)NC2CCCC2)nc2ccccc12 | -4% | 10% | -4% | -1% | 26 | -9% | -3% | -18% | 3% | 1% | -3%
Cc1nc2ccc(NS(=O)(=O)c3ccc4c(c3)OCCO4)cc2s1 | -27% | ? | -19% | 4% | 2 | -41% | 8.9µM* | ? | -7% | 4% | 3%
COc1cc(OC)c(C(=O)OCC(=O)c2ccc3c(c2)NC(=O)CO3)cc1OC | . | 0% | . | . | . | 3% | . | . | 0% | 3% | 0%
CC(Sc1nc(-c2ccc(F)cc2)cs1)C(=O)N1c2ccccc2CC1C (configuration not stated) | -4% | 26µM* | -1% | 0% | 0 | -60% | -16% | ? | 0% | 7% | -10%
COc1ccc(OC)c(NC(=O)CSc2nnc(-c3ccco3)o2)c1 | 10% | 25% | 0% | 2% | -2 | -4% | 1% | 10% | -12% | 1% | 11%
Cc1cccc(N(C(=O)c2nsc(Cl)c2Cl)C(C(=O)NC2CCCC2)c2ccc(O)cc2)c1 (configuration not stated) | -3% | 9% | -2% | 0% | 26 | 58% | -3% | -8% | 8% | 1% | -5%
COc1cc(/C=C2/CC/C(=C/c3ccc(O)c(OC)c3)C2=O)ccc1O | -2% | ? | -5% | 11µM* | -5 | -46% | ? | -41% | -9% | 9% | -4%
Cc1cc(C)nc(SCC(=O)c2ccc(Cl)cc2)n1 | 0% | 6% | -1% | 2% | -2 | -13% | -9% | -16% | 1% | 4% | 0%
COC(=O)c1cc(NC(=O)c2cccc(Cl)c2)c(=O)oc1/C=C/Nc1cc(C)cc(C)c1 | -5% | 5% | -2% | -3% | 19 | . | -2% | -13% | -3% | 4% | -3%
Cc1ccc(NC(=O)CSc2nnc(C)n2-c2ccccc2)cc1 | -6% | 16% | -3% | 0% | 1 | 9% | -3% | -2% | 0% | -6% | 1%
Cc1cc(C)cc(N(C(C)C(=O)N2CCCC2)S(C)(=O)=O)c1 (configuration not stated) | -4% | -2% | 0% | 1% | -1 | -7% | 13% | 3% | -5% | . | -5%
COc1ccc(C(=S)N2CCN(S(=O)(=O)c3ccccc3)CC2)cc1 | 0% | 0% | -12% | -1% | 1 | -20% | -10% | ? | -2% | 4% | -6%
Cc1ccc(OCC(=O)NNC(=O)c2cc(C)[nH]n2)cc1 | -5% | 10% | -5% | 0% | 3 | 1% | -7% | -9% | -3% | 0% | 2%
c1ccc(NC2=NCCN2CC2CCC2)cc1 | -1% | 4% | 2% | -1% | 2 | 15% | . | . | -8% | 5% | 4%
CC1(C)CC(=O)C(C2NCCc3ccccc32)=C(O)C1 (configuration not stated) | 3% | 5% | -2% | 4% | 6 | 3% | -6% | -14% | 5% | -1% | 1%
COc1cc(NC(=S)NCC2CCCO2)c(OC)cc1Cl (configuration not stated) | -8% | -10% | -1% | 0% | 2 | 39% | 18µM* | 10µM* | -1% | -4% | -5%
CCc1ccc(S(=O)(=O)NCc2cccnc2)cc1 | 0% | -16% | -2% | 0% | -2 | -21% | . | . | 1% | . | -5%
COc1cccc2c(=O)c3cccc(N)c3[nH]c12 | 2% | -22% | 3% | ? | -3 | 42% | -16% | -37% | ? | -13% | -2%
COC(CNS(=O)(=O)c1cc2c3c(c1)CCN3C(=O)CC2)OC | -8% | 9% | 0% | 1% | -3 | 3% | 7% | -25% | -1% | -1% | 3%

High-throughput results from PubChem.
